C8 TRAIL sens = viability loss with TRAIL in NB7+C8 cells, primary screen, TRAIL sensitizer project, cell-based, ATPlite luminescence. inhibition (viability loss, TRAIL sensitization), % at 10 µM. 1% of 360,000 active. AID 624354, 2012;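 active = compounds causing at least 50% loss of cell viability in the single-dose screen, relative to plate controls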
NR5A2 inv ag = LRH-1 (NR5A2) inverse agonists, primary screen, cell-based, luminescence, HEK293T, StAR-luciferase reporter; Nuclear receptor subfamily 5 group A member 2 (Homo sapiens), O00482; LRH-1 transfected, 24 h; inhibition, % at 3.6 µM; 0.13% of 360,000 active; AID 602396, 2012;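 active = inhibition above the mean inhibition of all tested compounds plus 3 SD, cut at about 73% in these data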;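 note: 0% = DMSO wells and 100% = reporter-only cells lacking LRH-1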
Target sequence (O00482 whole entry, looked up): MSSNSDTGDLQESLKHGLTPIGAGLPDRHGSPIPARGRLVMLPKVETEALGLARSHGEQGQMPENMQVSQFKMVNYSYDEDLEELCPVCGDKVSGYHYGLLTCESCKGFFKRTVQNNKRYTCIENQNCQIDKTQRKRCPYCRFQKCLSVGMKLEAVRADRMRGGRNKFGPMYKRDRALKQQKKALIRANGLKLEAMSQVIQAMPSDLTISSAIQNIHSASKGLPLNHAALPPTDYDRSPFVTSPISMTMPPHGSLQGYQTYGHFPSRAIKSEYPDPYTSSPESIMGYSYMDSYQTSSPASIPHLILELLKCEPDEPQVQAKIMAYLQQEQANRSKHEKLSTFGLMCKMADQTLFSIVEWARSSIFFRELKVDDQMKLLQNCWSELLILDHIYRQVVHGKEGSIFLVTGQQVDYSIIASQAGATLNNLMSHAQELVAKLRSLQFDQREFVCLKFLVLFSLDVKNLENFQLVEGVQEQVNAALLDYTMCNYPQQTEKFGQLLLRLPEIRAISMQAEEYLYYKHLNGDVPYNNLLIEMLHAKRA
TWEAK Fn14 block = inhibitors of TWEAK-Fn14 signaling, primary screen, luciferase reporter cells, uHTS | TWEAK-stimulated Fn14 reporter cells, luciferase luminescence, 8 h | inhibition, % at 10 µM | 2% of 360,000 active | AID 1159606, 2016; in the data active = inhibition above about 50%
TROY NFkB inh = inhibitors of TROY-driven NF-kB signaling, primary screen, Q293 LMP1-TROYcd cells, NF-kB luciferase, uHTS; Q293 LMP1-TROYcd NF-kB luciferase reporter, 4 h; inhibition, % at 10 µM; 0.98% of 360,000 active;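 active = compounds whose plate-normalised and pattern-corrected inhibition of the luciferase reporter signal at the single screening dose is 50% or more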
COUP-TFII inh = NR2F2 transcriptional activity inhibitors, primary screen, cell-based, luciferase reporter, HEK293T, luminescence. 0.7% of 370,000 active. inhibition, % at 8.6 µM. HEK293T NGFI-A luciferase reporter. AID 686940, 2013;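 active = inhibition above a per-plate cutoff, mean inhibition of test wells between control levels plus 3 SD, cut at about 38% in these data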;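 note: cells cotransfected with COUP-TFII expression vector driving the NGFI-A reporter; 0% = median of COUP-TF2 test wells and 100% = reporter-only cells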
Target sequence (P24468 whole entry, looked up): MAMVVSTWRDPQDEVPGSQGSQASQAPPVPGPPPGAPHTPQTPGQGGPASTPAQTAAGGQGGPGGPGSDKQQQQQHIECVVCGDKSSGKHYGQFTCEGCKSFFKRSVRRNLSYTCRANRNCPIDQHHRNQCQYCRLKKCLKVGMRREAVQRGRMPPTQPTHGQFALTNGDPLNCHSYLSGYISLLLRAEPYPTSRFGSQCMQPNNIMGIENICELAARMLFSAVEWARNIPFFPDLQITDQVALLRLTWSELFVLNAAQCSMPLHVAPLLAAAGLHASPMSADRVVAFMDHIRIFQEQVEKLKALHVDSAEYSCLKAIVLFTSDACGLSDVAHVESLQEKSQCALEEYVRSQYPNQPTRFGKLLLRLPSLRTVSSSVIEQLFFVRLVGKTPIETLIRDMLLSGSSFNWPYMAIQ
* marks the source's active call; other numbers are inactive results; / = no result given.

Values run as follows: C8 TRAIL sens | NR5A2 inv ag | TWEAK Fn14 block | TROY NFkB inh | COUP-TFII inh
1. O=C(NC1CCCCC1)C(C1CC1)n1c(=O)c(-c2ccccc2)nc2ccccc21 (centres undefined)
 : 13 | -15 | / | / | -4
2. O=C(NCc1ccccc1)C(c1ccco1)N1CCN(C(=O)C2CCCO2)CC1 (centres undefined)
 : 6 | -7 | / | / | -5
3. COC(=O)[C@@]12C[C@@H](CC(=O)NCc3cccs3)C(=O)N(CCc3ccc(OC)c(OC)c3)C1=CCC(C)(C)C2
 : 0 | -35 | / | / | 5
4. O=C(N[C@H]1CC[C@@H](CCNS(=O)(=O)c2ccccc2Cl)O[C@@H]1CO)c1ccccc1
 : -2 | 2 | / | / | -4
5. COc1ccc(C(=O)C[C@@H]2OC3CCCCC3N2S(=O)(=O)c2ccc(C)cc2)cc1OC (some centres undefined)
 : 9 | -12 | / | / | -4
6. Cc1ccccc1S(=O)(=O)NCC[C@@H]1CC[C@@H](NC(=O)C2CCCC2)[C@@H](CO)O1
 : -7 | 9 | / | / | -3
7. Cc1cccc(C)c1NC(=O)C(C1CC1)n1c(-c2ccc(C(F)(F)F)cc2)nc2ccccc21 (centres undefined)
 : 13 | -9 | / | / | -3
8. O=C(C[C@@H]1C=C[C@@H](NC(=O)Nc2cccc(F)c2)[C@@H](CO)O1)NCC1CCCCC1
 : 7 | 2 | / | / | 5
9. O=c1c(-c2ccco2)nc2ccccc2n1C(CCc1ccccc1)c1nc2ccccc2[nH]1 (centres undefined)
 : 1 | 1 | / | / | -27
10. CC1(C(=O)NCc2ccccc2)CN(S(C)(=O)=O)CC(=O)N1C1CCN(Cc2ccccc2)CC1 (centres undefined)
 : -4 | 23 | / | / | -15

Additional entries:
Values run as follows: C8 TRAIL sens | NR5A2 inv ag | TWEAK Fn14 block | TROY NFkB inh | COUP-TFII inh
11. C#CCn1c2ccccc2c(=O)n1CCOc1ccccc1OC
 : 5 | -49 | / | / | 8
12. CN1C(=O)[C@@](O)(c2cn(C)c3ccccc23)c2cc(Br)ccc21
 : 2 | 14 | / | / | 1
13. CC(C)(C)NC(=O)C(c1ccc(C#N)cc1)n1c(=O)c(-c2ccccc2)nc2ccccc21 (centres undefined)
 : -3 | 14 | / | / | 15
14. CC(=O)C[C@@H]1OC2CCCCC2N1S(=O)(=O)c1ccc(C)cc1 (some centres undefined)
 : 11 | -4 | / | / | -11
15. CC(C)NC(=O)C1(C)CN(S(C)(=O)=O)CC(=O)N1Cc1cccc(F)c1 (centres undefined)
 : -5 | -5 | / | / | -11
16. O=C1Nc2ccccc2-n2nnnc2C1N1CCCN(Cc2ccc(F)cc2)CC1 (centres undefined)
 : 8 | -16 | / | / | -3
17. Oc1ccc(Cl)c(CN2CCN(c3ncc(Cc4ccccc4)cn3)CC2)c1
 : -15 | -11 | / | / | 15
18. COc1ccccc1C(C(=O)c1ccccc1)c1ccc2ccccc2c1 (centres undefined)
 : 0 | 12 | / | / | -1
19. COC(=O)[C@@]12C[C@@H](CC(=O)N3CCSCC3)C(=O)N(Cc3ccc4c(c3)OCO4)C1=CCC(C)(C)C2
 : -4 | 25 | / | / | 5
20. CCOC(=O)[C@]12CCCC=C1N(CCc1ccc(OC)c(OC)c1)C(=O)[C@H](CC(=O)NCc1ccc(C)o1)C2
 : -6 | -13 | / | / | -9

Four of the compounds above, as labelled records.
12	CN1C(=O)[C@@](O)(c2cn(C)c3ccccc23)c2cc(Br)ccc21
  C8 TRAIL sens: 2; NR5A2 inv ag: 14; TWEAK Fn14 block: /; TROY NFkB inh: /; COUP-TFII inh: 1
13	CC(C)(C)NC(=O)C(c1ccc(C#N)cc1)n1c(=O)c(-c2ccccc2)nc2ccccc21 (centres undefined)
  C8 TRAIL sens: -3; NR5A2 inv ag: 14; TWEAK Fn14 block: /; TROY NFkB inh: /; COUP-TFII inh: 15
14	CC(=O)C[C@@H]1OC2CCCCC2N1S(=O)(=O)c1ccc(C)cc1 (some centres undefined)
  C8 TRAIL sens: 11; NR5A2 inv ag: -4; TWEAK Fn14 block: /; TROY NFkB inh: /; COUP-TFII inh: -11
15	CC(C)NC(=O)C1(C)CN(S(C)(=O)=O)CC(=O)N1Cc1cccc(F)c1 (centres undefined)
  C8 TRAIL sens: -5; NR5A2 inv ag: -5; TWEAK Fn14 block: /; TROY NFkB inh: /; COUP-TFII inh: -11

Next compounds
Values run as follows: C8 TRAIL sens | NR5A2 inv ag | TWEAK Fn14 block | TROY NFkB inh | COUP-TFII inh
21. COc1ccc(C2=Nc3ccccc3N(C(=O)c3ccncc3)C2C(=O)NC(C)C)cc1 (centres undefined)
 : -8 | -1 | / | / | -28
22. CCNC(=O)C[C@@H]1C=C[C@@H](NS(=O)(=O)c2ccc(F)cc2)[C@@H](CO)O1
 : 1 | 17 | / | / | -2
23. COc1ccccc1OCCn1nc2ccccc2c1OC
 : 4 | -22 | / | / | 2
24. COC(=O)C[C@@H]1C=C[C@H](NC(=O)c2ccccc2)[C@@H](CO)O1
 : 2 | 8 | / | / | -10
25. COc1ccc(C(C(=O)Nc2ccc(F)cc2)N2CCN(c3ccncc3)CC2)cc1 (centres undefined)
 : 11 | 25 | / | / | -20
26. CCCCOCCCNC(=O)C[C@@H]1C[C@@]2(C(=O)OC)CC(C)(C)CC=C2N(Cc2ccccc2)C1=O
 : 19 | -6 | / | / | 9
27. CC(C)(C)NC(=O)C(c1ccc(-c2ccccc2)cc1)n1c(=O)c(-c2cc3ccccc3[nH]2)nc2ccccc21 (centres undefined)
 : 5 | -14 | / | / | -6
28. CCCCCCCCN1C(=O)[C@H](CC(=O)NCCC(C)C)C[C@@]2(C(=O)OCC)CCC=C12
 : -9 | 17 | / | / | 0
29. CCOC(=O)CC1(CCc2ccccc2)Oc2ccccc2N1S(=O)(=O)c1ccc(C)cc1 (centres undefined)
 : -10 | -4 | / | / | -2
30. Cc1cc(N2CCN(C(C(=O)NC3CCCC3)c3ccc(F)cc3)CC2)c2ccccc2n1 (centres undefined)
 : 8 | 12 | / | / | 14

The listing continues.
Values run as follows: C8 TRAIL sens | NR5A2 inv ag | TWEAK Fn14 block | TROY NFkB inh | COUP-TFII inh
31. Cc1ccc(CN2C(=O)CN(S(C)(=O)=O)CC2(C)C(=O)NC(C)C)cc1 (centres undefined)
 : -3 | 12 | / | / | -1
32. CCOC(=O)[C@]12CCCC=C1N(Cc1ccccc1)C(=O)[C@H](CC(=O)N1CCCC1)C2
 : -1 | 7 | / | / | 0
33. COC(=O)/C=C1\OCc2cc(C)ccc21
 : 18 | -54 | / | / | -28
34. CCOC(=O)C1=CCC(c2cc3ccc(OC)cc3n2C(=O)OC(C)(C)C)NC1 (centres undefined)
 : -11 | -18 | / | / | -16
35. COC(=O)/C=C1\OC(C2CC2)c2ccccc21 (centres undefined)
 : -3 | 3 | / | / | -15
36. O=C(C(=O)N1CCC(Cc2ccccc2)CC1)c1cccs1
 : -7 | 10 | / | / | 0
37. CC(C)(C)OC(=O)N1CCc2onc(-c3ccccc3[N+](=O)[O-])c2C1=O
 : -6 | 11 | / | / | 10
38. CC1(C(=O)Nc2ccc3c(c2)OCCO3)CN(S(C)(=O)=O)CC(=O)N1C1CCCCCC1 (centres undefined)
 : -7 | -2 | / | / | -10
39. CO[C@@H]1CN(C)C(=O)c2ccc(NS(=O)(=O)c3c(C)noc3C)cc2OC[C@@H](C)NC[C@@H]1C
 : -14 | 14 | / | / | -11
40. CCOC(=O)N1CCN(C(=O)C[C@@H]2C[C@@]3(C(=O)OC)CC(C)(C)CC=C3N(Cc3ccco3)C2=O)CC1
 : 3 | -5 | / | / | -3

Full records as entered above:
`Cc1ccc(CN2C(=O)CN(S(C)(=O)=O)CC2(C)C(=O)NC(C)C)cc1` (centres undefined) is listed as C8 TRAIL sens = -3; NR5A2 inv ag = 12; TWEAK Fn14 block = /; TROY NFkB inh = /; COUP-TFII inh = -1
`O=C(C(=O)N1CCC(Cc2ccccc2)CC1)c1cccs1` is listed as C8 TRAIL sens = -7; NR5A2 inv ag = 10; TWEAK Fn14 block = /; TROY NFkB inh = /; COUP-TFII inh = 0
`CO[C@@H]1CN(C)C(=O)c2ccc(NS(=O)(=O)c3c(C)noc3C)cc2OC[C@@H](C)NC[C@@H]1C` is listed as C8 TRAIL sens = -14; NR5A2 inv ag = 14; TWEAK Fn14 block = /; TROY NFkB inh = /; COUP-TFII inh = -11

Further compounds follow.
Values run as follows: C8 TRAIL sens | NR5A2 inv ag | TWEAK Fn14 block | TROY NFkB inh | COUP-TFII inh
41. O=C(NCc1ccccc1)C(c1ccncc1)n1c(=O)c(-c2cc3ccccc3[nH]2)nc2ccccc21 (centres undefined)
 : -18 | -21 | / | / | -16
42. COC(=O)C1C(=O)N(S(=O)(=O)c2ccc([N+](=O)[O-])cc2)c2ccccc21 (centres undefined)
 : -3 | 27 | / | / | -6
43. Cc1cccc(C)c1NC(=O)C(c1ccncc1)N1CCN(CCN(C)C)CC1 (centres undefined)
 : -1 | 4 | / | / | -6
44. Cc1ccc(S(=O)(=O)N2C(c3ccc(Cl)c(Cl)c3)CC=C(C(=O)O)C2c2ccc(Cl)cc2)cc1 (centres undefined)
 : -11 | -17 | / | / | 9
45. COC(=O)C[C@@H]1CC[C@H](NS(=O)(=O)c2ccccc2F)[C@@H](CO)O1
 : 2 | 23 | / | / | 3
46. O=C(C[C@@H]1C=C[C@H](NS(=O)(=O)c2ccccc2F)[C@@H](CO)O1)NCCCN1CCOCC1
 : 10 | 8 | / | / | -7
47. CCC(C(=O)NC(C)(C)C)n1c(-c2ccc(C)cc2)nc2ccccc21 (centres undefined)
 : -15 | -14 | / | / | 10
48. COc1cc2c(cc1OC)/C(=C/C(C)=O)OC2
 : -6 | 13 | / | / | -12
49. COc1ncccc1C(=O)Nc1c(-c2ccccc2)[nH][nH]c1=O
 : 8 | 16 | / | / | 6
50. CN1C(=O)C(c2cn(C)c3ccccc23)(c2cn(C)c3ccccc23)c2cc(Br)ccc21
 : -11 | 17 | / | / | -1

(list continues)
Values run as follows: C8 TRAIL sens | NR5A2 inv ag | TWEAK Fn14 block | TROY NFkB inh | COUP-TFII inh
51. O=C(Nc1ccc2c(c1)OCCO2)C(C1CC1)n1c(=O)c(-c2ccco2)nc2ccccc21 (centres undefined)
 : -15 | -1 | / | / | 9
52. Cc1ccc(S(=O)(=O)C[C@@H]2OC3CCCCC3N2S(=O)(=O)c2ccc(C)cc2)cc1 (some centres undefined)
 : -1 | 14 | / | / | -9
53. COc1ccc(C(C(=O)Nc2ccc(F)cc2)N2CCN(CC(=O)N3CCCC3)CC2)cc1 (centres undefined)
 : 10 | 14 | / | / | -4
54. COC(=O)[C@@]12C[C@@H](CC(=O)NCc3cccc4ccccc34)C(=O)N(Cc3cccc4ccccc34)C1=CCC(C)(C)C2
 : 7 | -11 | / | / | -7
55. O=C(NCc1ccccc1)C1C(c2ccccc2)=Nc2ccccc2N1C(=O)c1cccnc1 (centres undefined)
 : -10 | 6 | / | / | 5
56. O=C(C[C@@H]1CC[C@@H](NC(=O)Nc2cccc(F)c2)[C@@H](CO)O1)NCC1CCCCC1
 : 28 | 9 | / | / | -2
57. O=C(NCc1ccc2c(c1)OCO2)OCc1ccccc1
 : -20 | -52 | / | / | -39
58. COC(=O)[C@@]12C[C@@H](CC(=O)N3CCOCC3)C(=O)N(Cc3ccccc3)C1=CCC(C)(C)C2
 : -14 | -19 | / | / | 13
59. CCCCCNC(=O)C(c1ccc(C(F)(F)F)cc1)n1c(=O)c(-c2ccco2)nc2ccccc21 (centres undefined)
 : -4 | -22 | / | / | 4
60. CCCCNC(=O)C1C(c2ccccc2)=Nc2ccccc2N1C(=O)c1ccc(C)cc1 (centres undefined)
 : 16 | -25 | / | / | 3

Looked up one by one from above:
Values run as follows: C8 TRAIL sens | NR5A2 inv ag | TWEAK Fn14 block | TROY NFkB inh | COUP-TFII inh
13. CC(C)(C)NC(=O)C(c1ccc(C#N)cc1)n1c(=O)c(-c2ccccc2)nc2ccccc21 (centres undefined)
 : -3 | 14 | / | / | 15
58. COC(=O)[C@@]12C[C@@H](CC(=O)N3CCOCC3)C(=O)N(Cc3ccccc3)C1=CCC(C)(C)C2
 : -14 | -19 | / | / | 13
35. COC(=O)/C=C1\OC(C2CC2)c2ccccc21 (centres undefined)
 : -3 | 3 | / | / | -15

The results go on.
Values run as follows: C8 TRAIL sens | NR5A2 inv ag | TWEAK Fn14 block | TROY NFkB inh | COUP-TFII inh
61. CCOC(=O)c1noc2c1CCC2
 : 15 | 10 | / | / | -2
62. CC(C)(C)N1C(=O)c2ccccc2NC(=O)C1C(=O)NCCc1ccccc1F (centres undefined)
 : 5 | 1 | / | / | -8
63. COc1cccc(CNC(=O)[C@@H]2CCCN2C(=O)[C@H]2CCCCN2C(=O)c2cccc3ccccc23)c1
 : 1 | 25 | 1 | -3 | /
64. Nc1nc2ccccc2cc1C(=O)NCc1ccc(Cl)cc1Cl
 : 1 | 24 | 43 | 17 | /

Bioassay records (PubChem)

An excerpt, so the mix of outcomes need not match the whole.
